Source: PubChem (several laboratories)
WT yeast gro inh – growth inhibition of WT yeast, mitochondrial fusion screen | inhibition, % at 10 µM | mitochondrial fusion phenotypic screen, WT strain | hit rate 2.1% among 190,000; in the data active = inhibition above about 58%; tested in S. cerevisiae
bCat nuc transl – alters nuclear translocation of beta-catenin in HeLa cells; nuclear translocation activity, % at 5 µM; immunofluorescence imaging; hit rate 0.3% among 190,000; AID 1665;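 active = nuclear translocation activity above 50% at 5 µM, with a well cell count of 50 or more; inconclusive = wells under 50 cells across six images, flagged as toxic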;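 also: per-cell ratio of nuclear to cytoplasmic median beta-catenin stain intensity; plate controls were DMSO negative control for no effect and GSK-3 inhibitor IX positive control for full effect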
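Signal – beta-catenin immunofluorescence imaging with DAPI · Test system – human HeLa cell line · Dosing – 5 µM primary single dose, 0.1% DMSO, 0.02–20 µM confirmation series · Measure – % activation, nuclear-to-cytoplasmic median beta-catenin signal ratio per cell · Incubation – 24 h compound exposure at 37°C, 5% CO2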
SV40 large T antigen – SV40 large T antigen inhibitors, biochemical (AID 1903) | hit rate 0.39% among 310,000 | one-dose inhibition, % at 20 µM; IC50 in µM for titrated hits | SV40 large T antigen ATPase/helicase inhibition assay; higher % means a stronger effect; in the data active = a potency from the dose series; inconclusive = inhibition mostly from about 32% at the one dose, without a potency; inactive = the rest, 99 in 100 with inhibition below about 32%; also: strong numbers were not always called active
T cell modulator – T cell immune modulators affecting CD8 T cell-vesicle binding | 2C CD8+ T cell-vesicle binding, flow cytometry; stronger effect = lower value | calls only at 7 µM | hit rate 0.068% among 330,000 | AID 2052;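 active = response, share of CD8 T cells binding vesicles, and their 90th percentile fluorescence all below set limits, cut at about 80% in these data, passing the limit was not always enough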
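Assay system: 2C TCR transgenic mouse naive CD8+ T cells, MACS-purified | Read-out: CD8+ gate FL2 mean fluorescence as % of same-row positive control | Signal: High-throughput flow cytometry with anti-B7-1 and anti-CD8 staining | Timing: Binding step 1.5 h, 37 °C, antibody labelling 20 min, ice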
RSV antiviral HEp-2 – RSV antiviral activity via CPE protection, HEp-2 cells, primary 10 µM value included (AID 2391). HEp-2 cells, RSV-induced CPE inhibition; higher % means a stronger effect. one-dose CPE inhibition, % at 10 µM; IC50 in µM for titrated hits. hit rate 0.13% among 310,000; in the data active = a potency from the dose series; inconclusive = CPE inhibition mostly from about 23% at the one dose, without a potency; inactive = the rest, 99 in 100 with CPE inhibition below about 21%; also: strong numbers were not always called active
West Nile virus CPE – inhibition of WNV-induced cytopathic effect – cell-based, CPE readout (AID 1621); West Nile virus-infected cells, CPE inhibition; higher % means a stronger effect; CPE inhibition, % at 10 µM, or IC50 in µM where a hit was titrated; hit rate 0.02% among 290,000; in the data active = a potency from the dose series; inconclusive = CPE inhibition mostly from about 3.7% at the one dose, without a potency; inactive = the rest, 99 in 100 with CPE inhibition below about 2.2%; also: strong numbers were not always called active
PhoP inhibition – inhibitors of PhoP regulon expression, primary screen, Salmonella Typhimurium, GFP reporter (AID 1863) | S. Typhimurium PhoP-regulated promoter GFP reporter, 4 h; higher % means a stronger effect | inhibition, % at 50 µM; hits with a dose series show IC50 in µM | hit rate 0.16% among 300,000;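 active = inhibition over 29.93%, a cutoff 3 SD above the screen mean, later confirmed by dose response; inconclusive = inhibition over 29.93% but no dose response follow-up; inactive = inhibition at most 29.93% or unconfirmed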;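 also: 0% = low Mg2+ inducing control and 100% = high Mg2+ repressing control; strong numbers were not always called active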
Rac1 GTP hydrolysis – MgcRacGAP GTPase-activating activity inhibitors, confirmation, biochemical, ADP Hunter fluorescence | inhibition, % at 30 µM; hits with a dose series show IC50 in µM | MgcRacGAP-stimulated Rac1 GTP hydrolysis, ADP Hunter fluorescence; higher % means a stronger effect; GST-tagged Rac1 F28L mutant substrate | hit rate 0.6% among 340,000 | AID 624330;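 active = first-screen hits whose inhibition reached a set limit at any dose in the follow-up dose series; inconclusive = inhibition above the set first-screen limit but never retested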;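 also: fluorescence reports GDP produced by GAP-driven GTP hydrolysis; strong numbers were not always called active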
Myeloid diff MLP – promotes myeloid progenitor differentiation; hit rate 1% among 360,000; ER-HoxA9 myeloid progenitors, lysozyme-GFP differentiation, flow cytometry; AID 624256; calls only at 10 µM;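 active = normalized GFP-positive differentiation at or above the plate's own cutoff, the solvent-only control mean plus 3 SD; inconclusive = no clear call, values can overlap the other calls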;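 also: cells exposed to compound for four days before flow analysis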
WT yeast gro inh mutant strain – recorded beside WT yeast gro inh, whose call it bears; inhibition, %; mitochondrial fusion phenotypic screen, mutant strain inhibition
bCat nuc transl cell count 5 µM – second read-out of bCat nuc transl, no call of its own (marks repeat the call); cell count; measured here: cell count, cytotoxicity flag
T cell modulator vesicle-bound % – second read-out of T cell modulator, no call of its own (marks repeat the call); double positive events, %; measured here: CD8+ vesicle-bound cell fraction;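 binding gate set so that unloaded-vesicle control wells show 10% double positive cells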
Myeloid diff MLP GFP+ MAC1+ % – also measured in Myeloid diff MLP; calls as there; GFP+ MAC1+ double positive, %; measured here: differentiation confirmed by MAC1 staining
The depositor's hits bear a star; i = inactive; u = inconclusive; x = no result given.

mol	WT yeast gro inh	WT yeast gro inh mutant strain	bCat nuc transl	bCat nuc transl cell count 5 µM	SV40 large T antigen	T cell modulator	T cell modulator vesicle-bound %	RSV antiviral HEp-2	West Nile virus CPE	PhoP inhibition	Rac1 GTP hydrolysis	Myeloid diff MLP	Myeloid diff MLP GFP+ MAC1+ %
CC1CCCCC1NC(=O)C1CCN(S(=O)(=O)c2ccc3c(c2)CCC(=O)N3)CC1 (centres undefined)	-10	-7	x	x	16%	i	45	0.0%	-0.2%	3%	0%	i	2.5
CCCNC(=O)NC(=O)CN1C(=O)NC(C)(c2ccc(C)cc2)C1=O (centres undefined)	-2	-14	-1.6	856	-1%	i	30	-0.4%	-0.8%	11%	11%	i	2.3
O=C1C=C(c2cc(C(F)(F)F)cc(C(F)(F)F)c2)C[C@@H](c2ccc3c(c2)OCO3)C1	x	x	x	x	x	i	54	4.3%	x	x	3%	i	1.5
O=C1N/C(=N\N=C\c2ccco2)SC1Cc1ccc(F)cc1 (centres undefined)	-7	12	-0.3	1048	11%	i	50	2.8%	0.8%	-7%	6%	i	0.2
COc1ccccc1NC(=O)C(C)N(C)CCOc1ccccc1 (centres undefined)	x	x	x	x	4%	i	39	u	-0.5%	-1%	4%	i	1.1
CC(=O)c1c(C(C)=O)c(C)n(-c2ccc(C(=O)O)cc2)c1C	-3	12	-7.0	1010	4%	i	19	1.2%	0.3%	-7%	15%	i	0.8
COc1ccc(O)c(C(=O)c2cnc3c(c2)c(C)nn3C)c1	x	x	x	x	8%	i	56	0.7%	-0.3%	-5%	6%	i	0.3
CSc1ccc(COC(=O)CCS(=O)(=O)c2ccc(C)cc2)cc1	x	x	x	x	8%	i	23	1.6%	x	-6%	4%	i	0.6
CCCOc1ccc(N2C(=O)CC(SC(=NCC)NCC)C2=O)cc1 (centres undefined)	17	0	-3.0	701	2%	i	52	0.6%	-1.0%	9%	1%	i	0.2
CCC(c1nnc(SCC(=O)NCCc2ccc(Cl)cc2Cl)o1)N(C)C (centres undefined)	4	-19	-5.5	827	-4%	i	18	0.3%	-0.3%	14%	5%	i	0.9
CC1(C)CC(=O)C(Sc2ccccc2[N+](=O)[O-])=C(O)C1	-4	-4	x	x	9%	i	47	2.4%	1.9%	-6%	9%	i	0.9
COc1ccc(N(C(=O)c2snc(C(N)=O)c2N)C(C(=O)NC2CCCCC2)c2ccc(C)o2)cc1 (centres undefined)	x	x	x	x	8%	i	29	3.2%	-0.6%	1%	3%	i	2.0
CCOC(=O)C1(CCOc2ccccc2)CCN(Cc2cccc3nonc23)CC1	30	14	0.7	990	8%	i	21	19%	-1.8%	-2%	7%	i	0.7
CC(=O)Nc1ccc(NC(=O)C2CC(=O)Nc3ncnn32)cc1 (centres undefined)	x	x	-1.1	1307	15%	i	33	-0.3%	0.6%	-4%	10%	i	0.3
CN(Cc1cnccn1)C(=O)CC1C(=O)NCCN1Cc1cccc(F)c1 (centres undefined)	x	x	x	x	5%	i	42	0.6%	0.1%	-8%	7%	i	1.2
O=P(OC1CCCCC1)(OC1CCCCC1)C(O)c1cccnc1 (centres undefined)	x	x	-0.1	1132	7%	i	15	0.5%	-0.1%	-9%	3%	i	0.8
C/C(=N\NC(=O)c1ccc(Cn2cc([N+](=O)[O-])cn2)o1)c1cccc(NC(=O)C(C)C)c1	-4	-6	x	x	8%	i	9	1.6%	0.3%	2%	1%	i	0.8
CCCCN(C(=O)C1=COCCO1)c1c(N)n(Cc2ccccc2)c(=O)[nH]c1=O	x	x	x	x	11%	i	30	0.4%	x	3%	0%	i	0.7
CC1CCCC(NC(=O)CSc2ncccn2)C1C (centres undefined)	x	x	x	x	x	i	25	0.5%	x	x	-2%	i	0.6
Nc1ccccc1C(=O)N=Nc1[nH]c(N)c2ccccc12	0	-7	x	x	9%	i	62	0.8%	-0.8%	2%	13%	i	0.9
CC(=O)N1CCN(C(=O)CSc2nc3c(cnn3-c3ccccc3)c(=O)[nH]2)CC1	11	-5	-1.2	993	3%	i	52	0.3%	0.1%	6%	12%	i	1.7
Cc1noc(C)c1COC(=O)Cc1ccc(Cl)cc1	-20	-11	0.3	921	7%	i	20	0.5%	0.2%	2%	11%	i	0.7
Cc1cc(=O)[nH]c(SCC(=O)Nc2cccc(C(F)(F)F)c2)n1	-6	-16	-0.5	1063	-1%	i	58	1.2%	-0.4%	-13%	12%	i	0.7
Nc1nc(NCCOCCO)nc(NCc2ccccc2)c1[N+](=O)[O-]	x	x	x	x	-6%	i	11	-0.1%	1.4%	-6%	8%	i	0.8

Reprinted at random: two records from the list, in no set order.
mol	WT yeast gro inh	WT yeast gro inh mutant strain	bCat nuc transl	bCat nuc transl cell count 5 µM	SV40 large T antigen	T cell modulator	T cell modulator vesicle-bound %	RSV antiviral HEp-2	West Nile virus CPE	PhoP inhibition	Rac1 GTP hydrolysis	Myeloid diff MLP	Myeloid diff MLP GFP+ MAC1+ %
CN(Cc1cnccn1)C(=O)CC1C(=O)NCCN1Cc1cccc(F)c1 (centres undefined)	x	x	x	x	5%	i	42	0.6%	0.1%	-8%	7%	i	1.2
CCCOc1ccc(N2C(=O)CC(SC(=NCC)NCC)C2=O)cc1 (centres undefined)	17	0	-3.0	701	2%	i	52	0.6%	-1.0%	9%	1%	i	0.2

Other structures.
mol	WT yeast gro inh	WT yeast gro inh mutant strain	bCat nuc transl	bCat nuc transl cell count 5 µM	SV40 large T antigen	T cell modulator	T cell modulator vesicle-bound %	RSV antiviral HEp-2	West Nile virus CPE	PhoP inhibition	Rac1 GTP hydrolysis	Myeloid diff MLP	Myeloid diff MLP GFP+ MAC1+ %
CN(C)c1ccc(/C=N/N2C(=O)c3ccccc3C2=O)cc1	x	x	-0.1	1278	22%	i	49	1.4%	0.1%	0%	9%	i	0.5
CN(N)C(=S)Nc1ccc(Cl)cc1	-2	-11	2.0	1093	2%	i	28	5.0%	-0.5%	3%	1%	i	0.7
CCOc1nc(C)nc(NC(=O)NS(=O)(=O)c2ccccc2Cl)n1	-26	-12	x	x	11%	i	33	0.3%	x	1%	5%	i	1.1
Cc1cccc(NC(=O)Cc2ccc(F)cc2)c1	2	9	x	x	11%	i	3	1.8%	0.0%	-3%	9%	i	1.7
Cc1ccccc1C(=O)NNC(=O)C(=O)N1CCCCC1	-10	-12	-1.7	780	5%	i	45	2.3%	0.1%	9%	6%	i	0.9
O=C(O)C1CCN(C(=O)c2ccc(Cl)cc2)CC1	-12	-15	-0.4	1202	5%	i	22	1.2%	0.2%	-5%	6%	i	0.8
CN(CCCNC(=O)Cn1cc2c(n1)CCCC2)C1CCCCC1	-7	9	-6.5	1032	1%	x	x	-1.4%	-0.4%	-2%	7%	i	1.8
Cc1ccc(CCNC(=O)C2CCC(=O)N2C2CCCC2)cc1 (centres undefined)	-23	-15	x	x	16%	i	37	3.4%	-0.7%	-7%	1%	i	0.4
O=C1C(=O)N(c2ccccc2)c2ccccc21	-7	-5	3.7	1204	5%	i	53	1.5%	1.0%	2%	9%	i	3.5
CC1(C)C[C@@H]2C[C@@](C)(CN2C(=O)c2cc(COc3cccc(C(F)(F)F)c3)on2)C1	x	x	x	x	3%	i	16	9.3%	1.2%	-3%	5%	i	2.8
COc1ccc(NC(=O)Cc2ccc(C)cc2)c([N+](=O)[O-])c1	-7	-17	-1.6	543	-1%	i	32	-0.3%	-0.6%	4%	2%	i	1.1
CCCc1nc2ccccc2c(C(=O)OCC(=O)N2CCc3ccccc32)c1CC	40	11	-0.7	1109	6%	i	7	19%	-0.4%	14%	3%	i	1.3
O=C(NC1=NCCS1)C1CC(=O)N(c2ccccc2)C1 (centres undefined)	4	-4	-4.7	1195	10%	i	16	0.5%	0.7%	1%	13%	i	0.8
CC(=O)Nc1ccc(S(=O)(=O)Nc2nccc(C)n2)cc1	x	x	x	x	-3%	i	13	2.5%	-0.1%	4%	4%	i	1.4
Cc1ccc(-c2cn3cc([N+](=O)[O-])ccc3n2)cc1	-9	-1	-1.2	451	3%	i	11	16%	1.0%	27%	8%	i	1.3
COc1ccc(C2CC(c3cccs3)=NN2C(=O)CSC2=NN3CCCC(=O)N=C3S2)cc1 (centres undefined)	-22	-5	1.1	1141	1%	i	16	1.4%	-0.4%	1%	2%	i	3.4
FC(F)(F)c1ccc(Cl)c(NC(=S)NC2CC2)c1	-2	8	-6.8	1126	12%	i	53	1.2%	-0.4%	-14%	7%	i	0.5
CCCOc1ccc(/C=c2\sc3ncnn3c2=O)cc1	0	8	-0.4	1003	-7%	i	44	2.3%	0.6%	-2%	18%	i	0.3
CCCn1c(N)c(C(=O)CSc2ncc(C(F)(F)F)cc2Cl)c(=O)[nH]c1=O	-3	1	4.2	974	3%	i	62	2.0%	-0.7%	-8%	-4%	i	0.7
O=C(c1ccc(=O)[nH]n1)N1CCc2ccccc2C1	x	x	-1.9	1125	5%	i	44	0.5%	0.0%	-8%	2%	i	0.6
Cc1cc(NC(=O)CSCc2ccccc2)no1	-15	1	-1.8	1082	8%	i	61	1.3%	0.4%	-1%	6%	i	0.1
O=S(=O)(c1cccc(-c2nc3ccccc3s2)c1)N1CCOCC1	1	11	x	x	11%	i	9	-0.8%	-0.4%	3%	8%	i	1.1
COc1ccc(-c2cc(=O)oc3cc(OC(C)C(=O)NCCCn4ccnc4)ccc23)cc1 (centres undefined)	x	x	x	x	x	i	32	-0.9%	-1.2%	x	4%	i	2.6
Cc1ccc(SCC(=O)NCc2ccco2)cc1	-2	-10	2.8	1116	9%	i	50	0.1%	0.1%	-2%	15%	i	0.6
Cc1cc(-c2nc(-c3ccncc3)no2)ccc1[N+](=O)[O-]	x	x	x	x	8%	i	29	u	-0.6%	0%	-7%	i	0.1
Cc1cc(S(=O)(=O)NCc2ccncc2)c(C)cc1Br	x	x	x	x	11%	i	52	-0.4%	-0.8%	-5%	7%	i	1.4
